Screens as filed in PubChem.
KB-3-1 cytotox: qHTS assay for MDR1-selective chemotherapeutics: Primary screen using the parental adenocarcinoma cell KB-3-1; KB-3-1 viability, CellTiter-Glo ATP luminescence, 72 h; Potency, µM (top dose mostly 46.1 µM), inactives show at the top dose activity change, negative = cytotoxic, actives largely listed as cytotoxic; hit rate 1.4% among 400,000; AID 1347075, 2019; note: potency is the fitted concentration of half-maximal effect; % is set by controls: 0 for no effect and ±100 for the full control effect; nearly all actives have a fitted effect of over 60% in size
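Parental KB-3-1 adenocarcinoma cells in phenol-red-free DMEM with 10% FBS were pin-treated with compounds at several concentrations, incubated 72 h at 37 °C, and viability read by CellTiter-Glo luminescence; concentration-effect curves were fitted after normalization.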
SW480 rereplic: A quantitative high throughput screen for small molecules that induce DNA re-replication in SW480 colon adenocarcinoma cells; hit rate 1.8% among 340,000; Potency, µM (doses to about 46.1 µM), for the others: at the top dose re-replication activation, most hits filed as activators; SW480 DNA re-replication, Hoechst DNA content imaging, 48 h; note: potency is the fitted concentration of half-maximal effect; % of control where 0% means no effect; nearly all actives have a fitted effect of over 55% in size
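DNA re-replication was detected as more nuclei of elevated Hoechst intensity after 48 hr exposure to compound (23 nL pinned per well of 250 cells).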
ATXN2 expr inh: Primary qHTS for Inhibitors of ATXN expression; AID 1745845, 2022; Potency, µM (series often up to 57 µM), for the others: at the highest dose activity change, negative = inhibition, usual class: inhibitors; HEK-293 ATXN2-luciferase reporter, luminescence, 24 h; hit rate 0.72% among 360,000; note: potency is the fitted concentration of half-maximal effect; % is set by controls: 0 for no effect and ±100 for the full control effect; nearly all actives have a fitted effect of over 55% in size
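qHTS (up to 57 uM final) was run with 24 h compound exposure of reporter cells at 37 °C. Each well was multiplexed: SteadyGlo luminescence measured ATXN2-luciferase expression after a fluorogenic Gly-Phe-AFC viability readout (25 uM final).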
HT1080-NT tox: qHTS for induction of synthetic lethality in tumor cells producing 2HG: qHTS for the HT-1080-NT fibrosarcoma cell line | hit rate 1.6% among 360,000 | HT-1080-NT fibrosarcoma viability, CellTiter-Glo ATP luminescence, 48 h | Potency, µM (doses to about 46.1 µM), for inactives: top-dose activity, negative = less viability, most hits filed as cytotoxic;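 note: NT is the 2HG producing partner of a matched IDH1 knockdown line; potency is the fitted concentration of half-maximal effect; 0% = DMSO-treated cells and -100% = media-only wells without cells; nearly all actives have a fitted effect of over 55% in size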
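Viability of the 2HG-overproducing fibrosarcoma line after 48 hours of compound exposure at 37 degrees C was determined by luminescence with CellTiter-Glo, and concentration-effect curves were then fitted and categorized.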
ATXN viability: Viability Counterscreen for Primary qHTS for Inhibitors of ATXN expression. S2 cells (HEK-293 line with an ATXN2-luciferase reporter) viability, CellTiter-Fluor protease fluorescence, 24 h. Potency, µM (series often up to 56.7 µM), actives largely listed as cytotoxic. hit rate 0.49% among 400,000; note: potency is the fitted concentration of half-maximal effect; nearly all actives have a fitted effect of over 40% in size
HT1080 IDH1KD tx: qHTS for induction of synthetic lethality in tumor cells producing 2HG: qHTS for the HT-1080-IDH1KD cell line. HT-1080 IDH1 knockdown viability, ATP luminescence, 48 h. Potency, µM (highest dose often 46.1 µM), for the others: top-dose activity, negative = toxicity, hits mostly cytotoxic. hit rate 2% among 360,000. AID 686971, 2013;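 note: potency is the fitted concentration of half-maximal effect; 0% = DMSO wells and -100% = cell-free medium wells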
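Knockdown cells (IDH1KD HT-1080) received compounds 2 h after plating at 750 cells/well and were kept 48 h at 37 °C in 5% FBS RPMI. A CellTiter-Glo luminescence read gave % activity for curve fitting.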
KB-V1 MDR tox: qHTS assay for MDR1-selective chemotherapeutics: Primary screen using the drug-selected MDR subline cells KB-V1 | hit rate 3.4% among 400,000 | KB-V1 MDR cells viability, CellTiter-Glo, 72 h | Potency, µM (titrated, usually from 46.1 µM), for inactives: at the top dose activity change, negative = cytotoxicity, hits mostly cytotoxic | AID 1347076, 2019; note: potency is the fitted concentration of half-maximal effect; % is set by controls: 0 for no effect and ±100 for the full control effect; nearly all actives have a fitted effect of over 60% in size
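Readout: CellTiter-Glo luminescence, 10 min after addition. Cells: KB-V1 MDR subline, 72 h at 37 degrees C with compound. Analysis: corrected, normalized data fitted to concentration-effect curves.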
MCF10A rerep: A quantitative high throughput screen for small molecules that induce DNA re-replication in MCF 10a normal breast cells; MCF 10A DNA re-replication, Hoechst nuclear intensity, 48 h; Potency, µM (doses to about 46.1 µM), without a hit: at the highest dose activity, positive = re-replication, most hits filed as activators; hit rate 2.9% among 350,000; AID 624296, 2012; note: potency is the fitted concentration of half-maximal effect; % of control where 0% means no effect; nearly all actives have a fitted effect of over 50% in size
IL1B secr inh: qHTS for Inhibitors of Inflammasome Signaling: IL-1-beta AlphaLISA Primary Screen | THP-1 LPS/ATP IL-1B secretion, AlphaLISA, 16 h; active compounds read low | activity change, % at 57.5 µM | hit rate 4.7% among 360,000 | AID 743279, 2014; in the data active = activity change below about -50%; inconclusive = mostly about -30% to -49%; note: % is set by controls: 0 for no effect and ±100 for the full control effect
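Secreted IL-1B measured by AlphaLISA bead assay after 16 h compound exposure of THP-1 cells; compounds (final up to 57.5 uM) added 1 h before LPS (250 ng/mL) and ATP (1.25 mM) stimulation; lower signal means less secretion.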
Starred values were filed as active, the others as inactive; i = inactive; ? = inconclusive; nt = no result given; [ ] = remark or other dose. Unless noted, calls come from the whole dose curve; as a rule, active = well fitted curve in the direction sought with a large enough effect; inconclusive = small, poorly fitted or top-dose-only effect, or another doubt; inactive = no such curve, though single readings can be large; an effect the other way counts as inactive or inconclusive.

SMILES	KB-3-1 cytotox	SW480 rereplic	ATXN2 expr inh	HT1080-NT tox	ATXN viability	HT1080 IDH1KD tx	KB-V1 MDR tox	MCF10A rerep	IL1B secr inh
COc1ccc(CN(C(=O)CNC(=O)c2ccco2)C(C(=O)NCC2CCCO2)c2ccccc2)cc1 (centres undefined)	10%	0%	-22%	0%	i	4%	-11%	5%	-16
Cc1ccc(N2CC(C(=O)NC3CCSC3=O)CC2=O)cc1 (centres undefined)	1%	-8%	9%	5%	i	13%	0%	2%	-1
COc1ccc(Cl)cc1N(C)C(=O)c1cc2c(=O)oc3ccc(C)cc3c2s1	3%	nt	7%	nt	i	nt	?	nt	nt
N#CCCN1CCN(S(=O)(=O)c2ccc(S(=O)(=O)NC3CCCC3)cc2)CC1	0%	2%	-3%	0%	i	0%	17%	4%	-15
COc1ccc(Cl)cc1S(=O)(=O)N1CCCc2ccccc21	14%	-3%	-13%	-3%	i	-6%	4%	0%	24
CCCCOC(=O)c1ccc(OC(=O)c2sc3ncn(Cc4ccccc4Cl)c(=O)c3c2C)cc1	?	nt	7%	nt	i	nt	21%	nt	nt
Cn1ncc(Cl)c1C(=O)N1CCN(c2ccc(Cl)c(Cl)c2)CC1	?	3%	?	-6%	i	-25%	?	?	i
Cn1c(=O)cc(OCCCC(=O)NC2CCCC2)c2ccccc21	1%	-1%	110%[activator]	?	i	-27%	15µM*	?	0
Cn1c(=O)oc2cc(S(=O)(=O)N3CCCC(C(=O)NCCc4ccccc4)C3)ccc21 (centres undefined)	4%	nt	0%	nt	?	nt	1%	nt	nt
CCOc1ccc(NC(=O)CN2CCSc3ccc(S(=O)(=O)N4CCCC4)cc32)cc1	?	nt	-13%	nt	?	nt	10µM*	nt	nt
COc1ccc(NC2CCCN(C(=O)CCCN3CCCCC3=O)C2)cc1 (centres undefined)	9%	-8%	0%	13%	i	0%	28%	0%	7
O=S(=O)(c1ccccc1)c1cc(O)ccc1O	17%	-2%	-3%	-1%	?	0%	3%	?	0
COc1ccc(NC(=O)/C=C/c2cccc(F)c2)cn1	?	-5%	39%[activator]	2%	i	-9%	?	0%	-15
CSc1ccc(CN2CCC(n3nccc3NC(=O)CCCc3ccccc3)CC2)cc1	?	?	?	?	i	?	?	?	?
CCOC(=O)c1cccc(NC(=O)C(Cc2ccccc2)NS(=O)(=O)c2cccc3nsnc23)c1 (centres undefined)	-15%	nt	?	nt	?	nt	-9%	nt	nt
COc1cc(N)ccc1NC(=O)c1cccs1	2%	0%	4%	7%	?	4%	-8%	0%	-20
CC(C)C(NC(=O)C1CCCCC1)C(=O)NCc1ccccn1 (centres undefined)	-10%	-5%	5%	14%	i	15%	-9%	-3%	1
Cc1ccccc1-c1cc2nc(NCCCN(C)C)n(C)c(=O)c2s1	0%	nt	-2%	?	i	?	11%	nt	-81*
CCN1CCN(C(c2cccs2)C(C)NC(=O)c2ccccc2)CC1 (centres undefined)	0%	-7%	8%	13%	i	2%	0%	-8%	7
CCc1c(C)nn(C(=O)/C(C#N)=C\N(C)C)c1C	12%	-28%	3%[11.3 µM]	-2%	i	13%	12%	-5%	26
CC(C)(C)C1C=C(Sc2ccccc2)C(=O)O1 (centres undefined)	-10%	?	-2%	-9%	i	0%	-18%	10%	?
COc1ccc(CNS(=O)(=O)c2cc(OCC(N)=O)c(C)cc2Cl)cc1	18%	10%	9%	0%	i	1%	-4%	1%	30
Cc1cccc(C(=O)Nc2sc3c(c2C(=O)O)CCC3)c1	?	-12%	7%	?	i	?	-6%	-5%	?
O=C(N/N=C/C(c1ccccc1)c1ccccc1)c1ccccc1F	12%	17%	8%	-21%	i	?	75%	?	-6
C#CCCc1cscc1/C=[N+](\[O-])c1ccc(C(=O)OCC)cc1	20%	2%	19%	-7%	i	-9%	-16%	-1%	-10
CCn1nc(C)c(CNC(=O)CC2C(=O)NCCN2CC(C)C)c1C (centres undefined)	0%	-11%	1%	25%	i	17%	19%	-6%	-2
CNC[C@@H]1Oc2cc(Br)ccc2S(=O)(=O)N([C@H](C)CO)C[C@H]1C	34%	nt	3%	2%	i	16%	40%	nt	3
O=C(NCc1ccc2c(c1)OCO2)C1CCCN(S(=O)(=O)c2cccnc2)C1 (centres undefined)	?	0%	9%	-3%	i	-3%	-3%	-1%	-12
CCN(CC)S(=O)(=O)c1cc(NC(=O)CNc2c(C)n(C)n(-c3ccccc3)c2=O)ccc1C	-11%	19%	-21%	-12%	i	-9%	-6%	-2%	-4
CCOc1ncccc1C(=O)Nc1ccc(F)c(F)c1	15%	-7%	-12%	-3%	i	-2%	?	8%	-4
COc1cccc(-c2nc(CS(=O)CC(=O)NCc3ccc4c(c3)OCO4)c(C)o2)c1 (centres undefined)	1%	-1%	-2%	12%	i	1%	0%	14%	4
COc1ccc(-c2ccc(=O)n(Cc3ccc([N+](=O)[O-])cc3)n2)cc1	0%	-12%	nt	3%	?	5%	-6%	13%	0
CCc1ccc(CN(C)C(=O)c2cc(COc3cncc(Cl)c3)on2)cc1	0%	nt	nt	-23%	i	?	?	nt	-22
COC(=O)CN1C(=S)N(Cc2ccccc2)C(=O)C1CC(=O)Nc1ccc(OC)cc1 (centres undefined)	4%	7%	0%	-5%	i	4%	19%	-5%	23
CS(=O)(=O)N(Cc1ccccc1)c1ccc(C(=O)NCC2CCCO2)cc1 (centres undefined)	3%	6%	-10%	0%	i	-6%	?	0%	6
C[C@@H]1OC(Nc2ccc(N=Nc3ccccc3)cc2)[C@H](O)[C@H](O)[C@H]1O (some centres undefined)	-5%	2%	25%	-1%	?	-9%	?	-17%	nt
N=c1c(S(=O)(=O)c2ccc(F)cc2)cc2c(=O)n3ccccc3nc2n1CC1CCCO1 (centres undefined)	4%	18µM*	8%	5%	i	8%	6%	16µM*	12
O=C(N=Nc1c(O)[nH]c2ccccc12)c1ccc2c(c1)OCO2	-22%	-7%	nt	0%	i	-1%	2%	-2%	-15
S=C(Nc1ccccc1)N1CCCCCC1	0%	-6%	4%	21%	i	5%	18%	2%	-11
CCC(=O)Nc1cc(OC)c(NC(=S)Nc2ccccc2CC)cc1OC	4%	nt	nt	2%	i	1%	6%	nt	-15

Part of the list above, comma-delimited:
SMILES,KB-3-1 cytotox,SW480 rereplic,ATXN2 expr inh,HT1080-NT tox,ATXN viability,HT1080 IDH1KD tx,KB-V1 MDR tox,MCF10A rerep,IL1B secr inh
CC(C)C(NC(=O)C1CCCCC1)C(=O)NCc1ccccn1 (centres undefined),-10%,-5%,5%,14%,i,15%,-9%,-3%,1
Cc1ccccc1-c1cc2nc(NCCCN(C)C)n(C)c(=O)c2s1,0%,nt,-2%,?,i,?,11%,nt,-81*

6 of these compounds, reformatted.
Structure | KB-3-1 cytotox | SW480 rereplic | ATXN2 expr inh | HT1080-NT tox | ATXN viability | HT1080 IDH1KD tx | KB-V1 MDR tox | MCF10A rerep | IL1B secr inh
CCN(CC)S(=O)(=O)c1cc(NC(=O)CNc2c(C)n(C)n(-c3ccccc3)c2=O)ccc1C | -11% | 19% | -21% | -12% | i | -9% | -6% | -2% | -4
CCOc1ncccc1C(=O)Nc1ccc(F)c(F)c1 | 15% | -7% | -12% | -3% | i | -2% | ? | 8% | -4
COc1cccc(-c2nc(CS(=O)CC(=O)NCc3ccc4c(c3)OCO4)c(C)o2)c1 (centres undefined) | 1% | -1% | -2% | 12% | i | 1% | 0% | 14% | 4
COc1ccc(-c2ccc(=O)n(Cc3ccc([N+](=O)[O-])cc3)n2)cc1 | 0% | -12% | nt | 3% | ? | 5% | -6% | 13% | 0
CCc1ccc(CN(C)C(=O)c2cc(COc3cncc(Cl)c3)on2)cc1 | 0% | nt | nt | -23% | i | ? | ? | nt | -22
COC(=O)CN1C(=S)N(Cc2ccccc2)C(=O)C1CC(=O)Nc1ccc(OC)cc1 (centres undefined) | 4% | 7% | 0% | -5% | i | 4% | 19% | -5% | 23

Following part:
SMILES	KB-3-1 cytotox	SW480 rereplic	ATXN2 expr inh	HT1080-NT tox	ATXN viability	HT1080 IDH1KD tx	KB-V1 MDR tox	MCF10A rerep	IL1B secr inh
CCOc1ccc2nc(NC(=O)c3ccco3)sc2c1	-13%	7%	-29%	21µM*	i	18µM*	?	-11%	-22
CCn1c(SCC(=O)Nc2ccc3c(c2)OCO3)nnc1-c1ccccc1O	-1%	-17%	2%	4%	i	-4%	-29%	3%	-9
CCn1c(Cc2ccc(OC)cc2)nnc1SCC(=O)Nc1cccc(C(=O)OC)c1	4%	-6%	1%	1%	?	4%	5.2µM*	12%	0
O=C(Cc1ccccc1Cl)N1CCN(c2ccccn2)CC1	0%	1%	-19%	12%	i	9%	?	-1%	-8
Cc1oc(-c2ccccc2Cl)nc1CS(=O)CC(=O)NC1CC1 (centres undefined)	0%	4%	nt	13%	i	10%	-5%	14%	-1
COC[C@H](NS(=O)(=O)c1ccc(Br)cc1F)[C@@H](O)c1ccccc1	-5%	nt	-6%	0%	i	-3%	-3%	nt	33
CCCNc1nc2c(c(=O)[nH]c(=O)n2C)n1CCCc1ccccc1	15%	-14%	10%	5%	i	10%	?	-7%	10
